# pPAFAH FP inh = pPAFAH (human) enzyme inhibition | Q13093 | recombinant pPAFAH, FP-rhodamine probe fluorescence polarization | inhibition, % at 3.39 µM | 330,000 tested, 1.5% active | AID 463082;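 active means inhibition above the mean inhibition across the screen plus 3 SD, cut at about 25% in these data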;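 further: inhibitors block binding of the rhodamine activity-based probe so polarization drops; 0% = enzyme with DMSO and 100% = wells lacking pPAFAH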
# LYPLA1 inh = LYPLA1 (human) inhibition in PME1 counter-screen; O75608; recombinant LYPLA1, FP-Rh probe fluorescence polarization; inhibition, % at 5.9 µM; 320,000 tested, 0.16% active; AID 2174;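 active means inhibition above the mean of all tested compounds plus 3 SD, set per campaign, cut at about 14% in these data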;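 further: inhibitors block serine hydrolase probe labeling of LYPLA1 so polarization falls; 0% = enzyme with DMSO and 100% = wells lacking LYPLA1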
# Target sequence (O75608 whole entry, looked up): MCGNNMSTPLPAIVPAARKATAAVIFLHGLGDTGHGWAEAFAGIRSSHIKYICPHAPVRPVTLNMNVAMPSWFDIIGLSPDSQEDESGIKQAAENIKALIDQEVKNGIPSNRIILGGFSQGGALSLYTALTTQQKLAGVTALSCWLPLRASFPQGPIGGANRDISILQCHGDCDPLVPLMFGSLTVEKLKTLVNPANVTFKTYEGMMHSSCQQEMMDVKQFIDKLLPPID
# Fam108B inh = blocks mouse Fam108B hydrolase in RBBP9 counter-screen; recombinant Fam108B, FP-Rh probe fluorescence polarization; inhibition, % at 9.51 µM; 300,000 tested, 0.33% active;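 active means inhibition above the screen mean inhibition plus 3 SD, computed separately per campaign, cut at about 18% in these data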;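 further: inhibitors lower polarization as less probe binds the enzyme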
# PME-1 primary = blocks human protein phosphatase methylesterase 1; Q9Y570; recombinant PME-1, FP-Rh probe fluorescence polarization; inhibition, % at 5.9 µM; 320,000 tested, 0.53% active;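 active means inhibition above the campaign mean of all compounds plus 3 SD, cut at about 26% in these data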;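 further: competitive labeling of PME-1 active site by serine hydrolase directed probe; 0% = PME-1 with DMSO and 100% = wells lacking PME-1 enzyme; inhibitors block probe labeling so polarization falls and inhibition rises; many of its hits are not listed in these tables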
# PAFAH1B2 inh = blocks human PAF acetylhydrolase 1b catalytic subunit 2. P68402. recombinant PAFAH1B2, FP-rhodamine activity probe, fluorescence polarization. inhibition, % at 3.39 µM. 340,000 tested, 1.2% active. AID 492953;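 active means inhibition above the mean of all tested compounds plus 3 SD, cut at about 24% in these data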;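 further: 0% = enzyme with DMSO and 100% = wells lacking PAFAH1B2; many of its hits are not listed in these tables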
# PAD4 FP inh = inhibitors of human PAD4; inhibition, % at 6.36 µM; recombinant PAD4, RCA probe fluorescence polarization; Q9UM07; 330,000 tested, 0.41% active;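 active means percent inhibition above a cutoff equal to the mean of all tested compounds plus 3 SD, cut at about 15% in these data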;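 further: 0% = PAD4 with RCA probe and DMSO and 100% = probe without PAD4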
# Target sequence (Q9UM07 whole entry, looked up): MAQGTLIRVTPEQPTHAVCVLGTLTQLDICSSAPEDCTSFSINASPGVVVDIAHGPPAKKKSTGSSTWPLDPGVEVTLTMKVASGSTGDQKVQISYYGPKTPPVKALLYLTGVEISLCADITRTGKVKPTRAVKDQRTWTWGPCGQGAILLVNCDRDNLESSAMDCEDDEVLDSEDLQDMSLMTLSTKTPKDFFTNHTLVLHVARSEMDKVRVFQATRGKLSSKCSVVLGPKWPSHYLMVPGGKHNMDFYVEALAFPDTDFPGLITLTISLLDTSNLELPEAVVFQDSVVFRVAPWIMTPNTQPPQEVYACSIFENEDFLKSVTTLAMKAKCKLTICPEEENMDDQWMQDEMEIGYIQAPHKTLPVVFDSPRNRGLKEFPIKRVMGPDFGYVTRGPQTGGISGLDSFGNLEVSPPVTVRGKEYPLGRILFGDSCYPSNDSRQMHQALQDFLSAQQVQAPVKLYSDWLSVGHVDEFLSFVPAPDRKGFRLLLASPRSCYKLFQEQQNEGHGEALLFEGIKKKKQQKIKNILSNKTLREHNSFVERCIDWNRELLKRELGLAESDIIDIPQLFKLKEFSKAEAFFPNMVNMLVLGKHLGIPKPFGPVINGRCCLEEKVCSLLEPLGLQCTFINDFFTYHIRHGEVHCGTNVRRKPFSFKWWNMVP
# GSTO1 inh = counter-screen for RBBP9 inhibitors: inhibitors of human GSTO1 | P78417 | recombinant GSTO1, activity-based probe fluorescence polarization | inhibition, % at 5.96 µM | 300,000 tested, 1.1% active;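 active means inhibition above the campaign mean inhibition plus 3 SD, cut at about 35% in these data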;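 further: 0% = GSTO1-1 with DMSO and 100% = wells lacking GSTO1-1 enzyme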
# PAFAH2 FP inh = inhibitors of human PAFAH2; recombinant PAFAH2, FP-rhodamine activity probe, fluorescence polarization; inhibition, % at 3.39 µM; 340,000 tested, 0.99% active; AID 492956;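 active means inhibition above the mean over all tested compounds plus 3 SD, cut at about 30% in these data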;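 further: inhibitors block probe labeling of enzyme so polarization drops; 0% = enzyme with DMSO and 100% = wells lacking PAFAH2 protein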
# PAFAH1B3 inh = blocks human PAF acetylhydrolase 1B catalytic subunit 3 | Q15102 | recombinant PAFAH1B3, FP-rhodamine probe, fluorescence polarization | inhibition, % at 3.39 µM | 340,000 tested, 0.28% active | AID 492972;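 active means inhibition above the screen-wide average of all tested compounds plus 3 SD, cut at about 25% in these data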;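 further: 0% = enzyme with DMSO only and 100% = wells lacking PAFAH1B3 protein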
# * hit, by the source's call; nt = not tested or not shown.
no.	Compound	pPAFAH FP inh	LYPLA1 inh	Fam108B inh	PME-1 primary	PAFAH1B2 inh
1	O=C1NC(=O)/C(=C\c2ccc(OCc3cccc(C(=O)O)c3)c(Cl)c2)N1	2	-3	-5	-1	4
2	CCOc1ccc2nc(NC(=O)C(NS(=O)(=O)c3cccs3)C(C)C)sc2c1 (centres undefined)	-9	1	-7	-9	6
3	COc1cc(OC)c(C(=O)Nc2ccc3ccccc3c2)cc1OC	5	-1	2	3	2
4	CC(=O)Nc1ccc(S(=O)(=O)Nc2nc3ccccc3nc2N2CCCCCC2)cc1	2	0	0	-6	4
5	O=C(c1cccs1)N1CCc2c([nH]c3ccccc23)C1c1ccc(Cl)cc1 (centres undefined)	-3	-4	-4	-1	-2
6	Cc1cc(C)n(-c2ccc(C(=O)NCCCN3CCOCC3)cc2)n1	7	1	3	1	5
7	COc1ccc(Cc2nc(C(=O)Nc3ccc(F)cc3)cs2)cc1	3	-3	-3	-9	-2
8	N#Cc1c(NC(NC(=O)c2ccco2)C(=O)c2ccccc2)sc2c1CCCC2 (centres undefined)	11	-5	3	7	7
9	O=C(O)/C(=C\c1cccc(F)c1)c1ccc(S(=O)(=O)N2CCCCC2)s1	6	-2	-6	-2	17
10	COc1ccc(-c2c(C)[nH]n3c(=O)c(Cc4ccccc4)c(C)nc23)cc1OC	1	-1	-1	-5	-3
11	CCOC(=O)N1CCN(C(=O)CN(Cc2ccccc2)S(=O)(=O)c2ccc(OC)c(Cl)c2)CC1	5	0	0	1	0
12	COC(=O)c1ccccc1NC(=O)Cn1nnc(-c2ccc3c(c2)OCO3)n1	3	0	2	3	3
13	CC(=O)c1ccccc1Oc1nc(CN2CCOCC2)nc2scc(-c3cccs3)c12	6	1	2	4	1
14	CCCN1C(=O)c2ccc(C(=O)Nc3ccc4c(c3)OCO4)cc2C1=O	6	0	-2	-1	3
15	O/N=C(/c1ccc(Cl)cc1)C1CC1c1ccccc1 (centres undefined)	14	-2	0	-1	11

no.	PAD4 FP inh	GSTO1 inh	PAFAH2 FP inh	PAFAH1B3 inh
1	-3	-4	4	2
2	-4	12	-6	2
3	-2	-1	0	12
4	-8	-17	9	4
5	1	-7	2	0
6	3	2	-2	8
7	-1	-7	-3	-1
8	0	-4	22	3
9	2	-2	4	6
10	-1	-4	8	3
11	8	4	-11	7
12	-2	-9	5	-7
13	1	1	-6	5
14	-4	1	-1	3
15	-4	-4	-1	-3

# (continued)
no.	Compound	pPAFAH FP inh	LYPLA1 inh	Fam108B inh	PME-1 primary	PAFAH1B2 inh
16	CC(=O)N1CCN(Cc2nc3cc(NC(=O)NC4CCCCC4)ccc3n2C)CC1	6	-2	3	7	2
17	O=C(N/N=C/c1cccs1)c1cc(-c2ccc(Cl)s2)[nH]n1	-13	-12	-17	-38	-4
18	N=C1c2ccccc2CN1NC(=O)c1cccc(S(=O)(=O)N2CCCCC2)c1	2	3	1	-1	5
19	O=C(NCc1ccc(OC(F)(F)F)cc1)c1cc(-c2ccccc2)nn1CC1CC(c2cccnc2)=NO1 (centres undefined)	8	-5	-4	-6	1
20	Cc1ccc(-c2nnc(SCC(=O)N(C)C)nc2-c2ccc(C)cc2)cc1	4	-2	5	2	-1
21	CCN1C(=O)CC(N2CCC(C(=O)N3CCCCCC3)CC2)C1=O (centres undefined)	1	1	-1	1	2
22	CCOCCCNC(=O)C1CCCN(S(=O)(=O)c2ccc(-n3cnnn3)cc2)C1 (centres undefined)	7	-2	0	6	0
23	CNc1c(NS(=O)(=O)c2ccc(F)c(Cl)c2)c(=O)oc2ccccc12	3	-5	0	2	5
24	O=c1c(C=Nc2ccc(Oc3ccccc3)cc2)c[nH]n1-c1cccc(Cl)n1	-2	1	-3	0	8
25	CCOC(=O)c1c(/N=C/c2cc(C)ccc2O)sc2c1CCN(C)C2	2	3	1	3	4
26	Cc1ccc(S(=O)(=O)C(F)(F)F)cc1NC(=O)c1cccnc1	4	-3	4	-1	7
27	COC(=O)C1=C(C)Nc2c(c(=O)n(C)c(=O)n2C)C1c1ccc(Cl)cc1 (centres undefined)	2	0	-1	2	3
28	Cc1cc(C(=O)N/N=C/C=C/c2ccccc2)n[nH]1	1	1	0	1	-2
29	Cc1ccccc1NC(=O)COC(=O)C1=COCCO1	0	0	nt	-4	3
30	COc1ccc(C(=O)Nc2nc(C)c3cc4c(cc3n2)OCO4)cc1	4	-2	-5	5	1

no.	PAD4 FP inh	GSTO1 inh	PAFAH2 FP inh	PAFAH1B3 inh
16	3	3	5	3
17	-7	-12	-8	-14
18	-1	0	-7	14
19	-5	-3	1	1
20	-3	3	-3	-2
21	6	-3	-1	-5
22	3	-4	12	14
23	-4	-9	0	4
24	-4	7	1	1
25	4	1	-3	5
26	-3	12	2	5
27	-4	-1	-2	4
28	-3	1	3	-2
29	6	nt	21	7
30	-3	4	8	7

# Ordered by SMILES length (falling): some entries from above.
no.	Compound	pPAFAH FP inh	LYPLA1 inh	Fam108B inh	PME-1 primary	PAFAH1B2 inh
22	CCOCCCNC(=O)C1CCCN(S(=O)(=O)c2ccc(-n3cnnn3)cc2)C1 (centres undefined)	7	-2	0	6	0
20	Cc1ccc(-c2nnc(SCC(=O)N(C)C)nc2-c2ccc(C)cc2)cc1	4	-2	5	2	-1
29	Cc1ccccc1NC(=O)COC(=O)C1=COCCO1	0	0	nt	-4	3

no.	PAD4 FP inh	GSTO1 inh	PAFAH2 FP inh	PAFAH1B3 inh
22	3	-4	12	14
20	-3	3	-3	-2
29	6	nt	21	7

# 3 compounds drawn at random from those above:
no.	Compound	pPAFAH FP inh	LYPLA1 inh	Fam108B inh	PME-1 primary	PAFAH1B2 inh
30	COc1ccc(C(=O)Nc2nc(C)c3cc4c(cc3n2)OCO4)cc1	4	-2	-5	5	1
29	Cc1ccccc1NC(=O)COC(=O)C1=COCCO1	0	0	nt	-4	3
23	CNc1c(NS(=O)(=O)c2ccc(F)c(Cl)c2)c(=O)oc2ccccc12	3	-5	0	2	5

no.	PAD4 FP inh	GSTO1 inh	PAFAH2 FP inh	PAFAH1B3 inh
30	-3	4	8	7
29	6	nt	21	7
23	-4	-9	0	4

# Continuation:
no.	Compound	pPAFAH FP inh	LYPLA1 inh	Fam108B inh	PME-1 primary	PAFAH1B2 inh
31	CCOC(=O)C(CC)Sc1nnc2cc(C)c3ccccc3n12 (centres undefined)	4	0	10	8	1
32	COc1ccc2cc(C)c3nnc(SCC(=O)Nc4nc(-c5ccc(F)cc5)cs4)n3c2c1	0	-1	-5	-5	-3
33	CC(C(=O)c1ccccc1)n1c(N2CCOCC2)nc2c1c(=O)n(C)c(=O)n2C (centres undefined)	2	1	-2	2	-4
34	CCN(CC)S(=O)(=O)c1ccc2c(c1)N(CC(=O)NCCCN1CC(C)CC(C)C1)C(=O)CO2 (centres undefined)	-2	1	3	-12	-3
35	COc1ccc2oc(=O)c(C(=O)Nc3ccccc3C)cc2c1	4	-6	1	0	-1
36	CC(=O)Nc1ccc2nc(CN3CCN(Cc4ccc(F)cc4)C(CCO)C3)ccc2c1 (centres undefined)	5	-2	5	-2	1
37	Cc1ccc(OCC(O)CNC(C)c2ccccc2)cc1C (centres undefined)	-2	2	0	5	0
38	COC(=O)c1c(C)c[nH]c1C	4	0	-1	-13	-6
39	CC(C)c1nnc(SCC(=O)NC(C)(C)C)n1C	-2	-2	1	0	2
40	O=[N+]([O-])c1ccc(N2CCCCC2)nc1N1CCCCC1	17	2	0	1	-1
41	Cc1ccc(-c2cc(C(=O)Nc3c(C)n(C)n(-c4ccccc4)c3=O)[nH]n2)c(O)c1	1	-3	4	-4	1
42	COc1ccccc1NC(=O)CSc1nnc(-c2ccco2)n1N	2	0	-2	2	0
43	Cc1cc(/C=C(\C#N)C(=O)NCc2cccs2)c(C)n1-c1ccc([N+](=O)[O-])cc1	7	-2	-5	2	0
44	CCn1c(COc2c(C)cccc2C)nnc1SCC(=O)N1CCN(c2ccccc2)CC1	4	2	1	-1	5
45	Cc1ccccc1N(CC(=O)NC(C)(C)C)C(=O)CCC(=O)Nc1nccs1	2	-2	3	-1	0

no.	PAD4 FP inh	GSTO1 inh	PAFAH2 FP inh	PAFAH1B3 inh
31	1	-1	5	4
32	-6	1	1	2
33	-1	1	0	-2
34	4	12	3	6
35	-3	-1	-2	4
36	1	-1	-4	3
37	-2	-4	11	-1
38	1	-9	1	9
39	-1	0	0	12
40	-2	7	-1	7
41	-1	2	1	8
42	-4	0	2	-2
43	2	-2	3	17
44	-4	7	3	6
45	4	4	-2	8

# Next section
no.	Compound	pPAFAH FP inh	LYPLA1 inh	Fam108B inh	PME-1 primary	PAFAH1B2 inh
46	CN1CCN(S(=O)(=O)c2ccc(NCc3ccc4c(c3)OCO4)nc2)CC1	2	2	-5	6	8
47	Cc1ccc(OCC(O)CN2CCN(CC(O)COc3ccc(C)cc3Cl)CC2)c(Cl)c1 (centres undefined)	3	-2	0	1	1
48	NC(=O)CC(c1ccccc1)c1ccco1 (centres undefined)	-4	4	1	5	0
49	COc1cccc2c1O/C(=N\O)C(C(=O)Nc1ccc(C)cc1)C2 (centres undefined)	6	4	-2	1	6
50	O=C1CCN(CCc2ccccc2)CCN1[C@H](CSc1ccccc1)Cc1ccccc1	2	1	-1	5	1
51	O=Cc1ccc(OCc2ccccn2)cc1	1	2	-3	1	-1

no.	PAD4 FP inh	GSTO1 inh	PAFAH2 FP inh	PAFAH1B3 inh
46	-2	9	8	9
47	0	10	-2	5
48	0	3	14	8
49	4	-3	-1	4
50	-4	2	8	-3
51	1	3	0	6

# In the list so far, these contain two or more sulfur atoms.
no.	Compound	pPAFAH FP inh	LYPLA1 inh	Fam108B inh	PME-1 primary	PAFAH1B2 inh
2	CCOc1ccc2nc(NC(=O)C(NS(=O)(=O)c3cccs3)C(C)C)sc2c1 (centres undefined)	-9	1	-7	-9	6
9	O=C(O)/C(=C\c1cccc(F)c1)c1ccc(S(=O)(=O)N2CCCCC2)s1	6	-2	-6	-2	17
13	CC(=O)c1ccccc1Oc1nc(CN2CCOCC2)nc2scc(-c3cccs3)c12	6	1	2	4	1
17	O=C(N/N=C/c1cccs1)c1cc(-c2ccc(Cl)s2)[nH]n1	-13	-12	-17	-38	-4
32	COc1ccc2cc(C)c3nnc(SCC(=O)Nc4nc(-c5ccc(F)cc5)cs4)n3c2c1	0	-1	-5	-5	-3

no.	PAD4 FP inh	GSTO1 inh	PAFAH2 FP inh	PAFAH1B3 inh
2	-4	12	-6	2
9	2	-2	4	6
13	1	1	-6	5
17	-7	-12	-8	-14
32	-6	1	1	2

# Bioassay records: PubChem, The Scripps Research Institute Molecular Screening Center

# Not all compounds are listed; count on the stated rates, not on these rows.
